Screening results: PubChem BioAssay, Sanford-Burnham Center for Chemical Genomics
SENP8 block-1: SENP8 protease inhibitors, primary screen, biochemical, luminescence; Sentrin-specific protease 8 (Homo sapiens), Q96LD8; purified SENP8, Z-RLRGG-aminoluciferin cleavage; inhibition, % at 10 µM; actives 1.2% (n = 330,000); AID 2540, 2010; in the data active = inhibition above about 50%
Target sequence (Q96LD8 whole entry, looked up): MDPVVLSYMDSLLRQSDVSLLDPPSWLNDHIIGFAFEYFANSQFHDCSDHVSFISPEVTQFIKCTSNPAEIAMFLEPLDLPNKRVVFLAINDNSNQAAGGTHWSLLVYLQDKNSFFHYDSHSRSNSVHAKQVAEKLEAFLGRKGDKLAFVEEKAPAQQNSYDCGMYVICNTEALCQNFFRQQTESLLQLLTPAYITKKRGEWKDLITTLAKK
SENP1 FRET inh: human SENP1 catalytic domain inhibitors, primary screen, biochemical, FRET, uHTS | inhibition, % at 10 µM | AID 624204, 2012 | recombinant SENP1 catalytic domain, CyPet-SUMO1-YPet FRET cleavage | Sentrin-specific protease 1 (Homo sapiens), Q9P0U3 | actives 0.21% (n = 360,000);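 active = inhibition at least 30% at 10 µM, raw YFP signal under a set limit, fluorescence ratio 0.5 to 1.5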;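 note: 0% = enzyme with DMSO and 100% = no enzyme wells; some results filed as inactive read as strong as hits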
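Material – human SENP1 catalytic domain · Input – SENP1 enzyme, 20 pM final · Compound dosing – single concentration of 10 µM compound, 0.5% DMSO final · Timing – enzyme reaction for 50 min at room temperature, dark · Measured by – FRET fluorescence in CFP and YFP emission channels · Control set – no-enzyme wells low, DMSO-plus-enzyme wells high control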
NLRP3 yeast inh: NALP3 inflammasome inhibitors in reconstituted yeast, primary screen, luminescence, uHTS | actives 0.39% (n = 330,000) | inhibition, % at 10 µM | Yeast reconstituted NLRP3/ASC/caspase-1, beta-gal luminescence, 24 h;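 active = inhibition of 50% or more; inactive = inhibition below 50%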;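 note: plate controls were induced DMSO wells for no effect and uninduced yeast grown without galactose for full effect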
SENP8 block-2: human SENP8 protease inhibitors, primary screen, biochemical, fluorescence, Nedd8 protein substrate, uHTS. recombinant SENP8. AID 602440, 2012. inhibition, % at 20 µM. actives 0.64% (n = 360,000); in the data active = inhibition mostly above about 40%, no sharp cut-off; inactive = mostly below about 27%
PfG6PD inh: PfG6PD enzyme inhibitors, primary screen, biochemical, fluorescence intensity, uHTS; glucose-6-phosphate dehydrogenase-6-phosphogluconolactonase (Plasmodium falciparum 3D7); actives 0.78% (n = 350,000); PfGluPho enzyme, NADPH resazurin-diaphorase fluorescence; inhibition, % at 20 µM;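 active = inhibition reaching at least a set limit at 20 µM in the primary screen, cut at about 59% in these data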;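 note: 0% = DMSO wells with substrate and 100% = DMSO wells lacking glucose-6-phosphate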
Apaf-1 inh: inhibitors of human Apaf-1 apoptosome, primary screen, biochemical, DEVD-Rh110 fluorescence, uHTS; Apoptotic protease-activating factor 1 (Homo sapiens), O14727; reconstituted apoptosome caspase-3 activity; inhibition, % at 20 µM; actives 0.71% (n = 330,000); active = inhibition of at least 40% at 20 µM;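 note: plate controls were DMSO wells for no effect and DEVD-CHO caspase inhibitor wells for full effect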
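System – cell-free apoptosome with Apaf-1, procaspase-3 and caspase-9 · Buffer or medium – pH 7.5 Hepes buffer with CHAPS, BSA, DTT · Also added – cytochrome c with DEVD-Rh110 · Times – 30 min compound preincubation, 50 min activation, room temperature · Technique – Rh110 fluorescence intensity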
SENP6 block: SENP6 protease inhibitors, primary screen, biochemical, luminescence, uHTS | Recombinant SENP6 catalytic domain, aminoluciferin luminescence | actives 1.8% (n = 330,000) | Sentrin-specific protease 6 (Homo sapiens), Q9GZR1 | inhibition, % at 10 µM;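 active = inhibition above about 50% at the single tested dose, limit read from the data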;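 note: plate controls were DMSO wells with enzyme for no effect and DMSO wells lacking enzyme for full effect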
Target sequence (Q9GZR1 628-1112 limits assumed): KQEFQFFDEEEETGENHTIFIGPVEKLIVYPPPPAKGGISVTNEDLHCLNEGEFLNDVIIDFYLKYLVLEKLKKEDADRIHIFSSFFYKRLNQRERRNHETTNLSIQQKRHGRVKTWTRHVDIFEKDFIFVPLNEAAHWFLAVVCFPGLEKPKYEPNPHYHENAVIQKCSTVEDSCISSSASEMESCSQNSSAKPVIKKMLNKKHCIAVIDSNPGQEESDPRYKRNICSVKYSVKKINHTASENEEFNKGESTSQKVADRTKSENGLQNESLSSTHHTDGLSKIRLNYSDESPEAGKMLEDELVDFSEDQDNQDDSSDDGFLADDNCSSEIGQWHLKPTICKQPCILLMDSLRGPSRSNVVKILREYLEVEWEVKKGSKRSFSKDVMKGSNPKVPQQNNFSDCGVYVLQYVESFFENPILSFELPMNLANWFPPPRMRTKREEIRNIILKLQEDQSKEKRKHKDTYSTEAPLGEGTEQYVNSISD
HKDC1 inh: HKDC1 hexokinase inhibitors, primary screen, biochemical, fluorescence, uHTS; Q2TB90; recombinant HKDC1, G6PDH/diaphorase resazurin coupled fluorescence; inhibition, % at 20 µM; actives 0.16% (n = 340,000);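 active = inhibition above about 35% when tested at 20 µM, limit read from the data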;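 note: plate controls were DMSO wells with enzyme for no effect and DMSO wells lacking enzyme for full effect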
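Test system: Recombinant HKDC1 (HK5) hexokinase enzyme, produced in-house | Input: HKDC1 at 5 µg/mL | Buffer or medium: Tris pH 8.0 buffer with MgCl2, Tween-20, BSA, BME | Schedule: 90 min reaction incubation at room temperature, dark | Technique: Resazurin-to-resorufin fluorescence via G6PDH and diaphorase coupling, 525/613 nm | Controls: DMSO wells with and without enzyme mix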
SENP7 block: SENP7 protease inhibitors, primary screen, biochemical, luminescence, uHTS; recombinant SENP7, Z-RLRGG-aminoluciferin luminescence, 40 min; actives 1.5% (n = 330,000); inhibition, % at 5 µM;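 active = inhibition above about 50% at the single test dose, limit read from the data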;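 note: plate controls were DMSO with enzyme for no effect and no enzyme buffer wells for full effect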
Target sequence (Q9BQF6 706-1050 limits assumed): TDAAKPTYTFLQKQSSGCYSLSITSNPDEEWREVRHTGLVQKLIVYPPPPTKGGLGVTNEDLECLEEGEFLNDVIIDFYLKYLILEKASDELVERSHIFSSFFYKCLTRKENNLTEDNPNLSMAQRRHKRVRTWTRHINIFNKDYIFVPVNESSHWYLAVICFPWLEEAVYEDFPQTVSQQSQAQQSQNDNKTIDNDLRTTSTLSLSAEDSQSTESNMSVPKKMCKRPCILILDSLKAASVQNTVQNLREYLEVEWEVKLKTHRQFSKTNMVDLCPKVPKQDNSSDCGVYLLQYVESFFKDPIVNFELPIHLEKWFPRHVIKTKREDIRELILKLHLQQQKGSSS
The depositor's hits bear a star; x = no result given.

Sequence of screens – SENP8 block-1 | SENP1 FRET inh | NLRP3 yeast inh | SENP8 block-2 | PfG6PD inh | Apaf-1 inh | SENP6 block | HKDC1 inh | SENP7 block
CCOc1ccc(S(=O)(=O)NCc2cccnc2)cc1
    1 | 2 | -3 | 21 | -3 | 2 | 15 | -4 | 8
CN(C)C(=O)Cn1c(SCC(=O)NCc2ccc3c(c2)OCO3)nc2ccccc21
    -3 | 1 | 7 | 22 | -5 | -9 | 2 | -1 | 2
S=C(Nc1ccccc1)N1CCN(C2CCCCC2)CC1
    -8 | 3 | 9 | 18 | 0 | 7 | -12 | -6 | -1
COc1ccc(C(=O)Nc2ccc(N3CCN(C(=O)C(C)C)CC3)cc2)cc1[N+](=O)[O-]
    -3 | 0 | -6 | 12 | -14 | 2 | -13 | -1 | -4
CCN1CCN(C(=O)N(Cc2ccc(Cl)cc2)S(=O)(=O)c2ccc(C)cc2)CC1
    -11 | 3 | 14 | 14 | -9 | -3 | -13 | -2 | 3
Cc1sc2ncnc(N3CCC(C(=O)Nc4ccc(Cl)cc4Cl)CC3)c2c1C
    -7 | -9 | 33 | -41 | 1 | 29 | -24 | 6 | -10
COc1cc(O)c(C(=O)CC(=O)c2ccncc2)c(OC)c1
    x | 1 | x | -17 | -3 | x | x | -5 | x
Cc1c(Cl)c([N+](=O)[O-])nn1CC(=O)NCc1ccc(Cl)cc1
    2 | 1 | 3 | 26 | -17 | 4 | -6 | 9 | 0
NC(=O)c1ccc(NC(=O)COC(=O)C2COc3ccccc3O2)cc1 (stereo not given)
    -2 | -3 | 5 | -16 | 3 | -4 | -11 | -3 | 4
CN(C)CCCN(C(=O)c1ccc([N+](=O)[O-])o1)c1nc2cc3c(cc2s1)OCO3
    23 | -1 | 10 | 38 | 36 | 19 | 9 | 11 | 6
COC(=O)C1=CN(C(C)C)C=C(C(=O)OC)C1c1cc(Br)c(OC)c(OC)c1
    -8 | -58 | -16 | -359 | -20 | 5 | 9 | -3 | -2
Cc1cc(OC(=O)c2ccccc2[N+](=O)[O-])c([N+](=O)[O-])c(=O)[nH]1
    -3 | 0 | -8 | 14 | -8 | 1 | -7 | -6 | 6
CCCn1c(SCC(=O)Nc2ccc3c(c2)CCC3)n[nH]c1=O
    1 | 2 | 11 | 17 | 29 | 3 | -7 | 0 | 7
CC1Cc2ccccc2N1C(=O)CCn1c(=O)oc2ccccc21 (stereo not given)
    -14 | 2 | 30 | 14 | 6 | 18 | -20 | -5 | -19
CC1=C(C(=O)N2CCCC(CCC(=O)NCc3ccccc3F)C2)OCCO1 (stereo not given)
    -5 | 2 | 14 | 6 | 12 | 5 | -14 | -13 | -10
Cc1ccc(NC(=O)c2ccc(-n3cncn3)c([N+](=O)[O-])c2)cc1F
    0 | 2 | 25 | -4 | 49 | 7 | -12 | 5 | -7
O=C(Nc1ncccc1O)c1ccc(NS(=O)(=O)c2ccc3[nH]c(=O)[nH]c3c2)cc1
    3 | 0 | 9 | 5 | 5 | -1 | -3 | 7 | -3
O=C(N[C@H](CO)[C@H](O)c1ccc([N+](=O)[O-])cc1)C(Cl)Cl
    8 | 1 | 15 | 6 | 11 | -14 | -3 | 0 | -2
COc1ccc(C(=O)Nc2cccnc2)cc1
    -7 | 4 | 16 | 12 | -10 | -21 | -4 | -6 | -3
COc1cc(/C=C2\C(=O)ON=C2c2ccccc2)cc(OC)c1OC
    -10 | 0 | 17 | 16 | 14 | 14 | 3 | -1 | -12
CC(=O)N1CCc2cc(S(=O)(=O)Nc3ccccc3N3CCN(C)CC3)ccc21
    6 | 2 | 9 | 32 | -2 | 8 | 4 | -5 | -1
CN(C)CCN(C(=O)c1ccc(S(=O)(=O)N(C)c2ccccc2)cc1)c1nc2cc3c(cc2s1)OCO3
    1 | 2 | 14 | 7 | 8 | 17 | 3 | -2 | 2
Cc1cc(C)cc(NS(=O)(=O)c2ccc(NC(=S)NC(=O)c3ccc(Br)o3)cc2)c1
    -3 | -4 | 21 | 4 | -2 | 8 | -5 | 0 | 16
CCc1nn(-c2cc(Oc3ccccc3)nc(-c3ccccc3)n2)c(N)c1C#N
    3 | -2 | 8 | -96 | -9 | 8 | -11 | 3 | 1
COc1ccc(CCNC(=O)COC(=O)Cn2cnc3ccccc32)cc1OC
    -1 | 2 | 4 | 10 | 10 | 4 | -15 | -9 | -1
Cc1cc(NC(=O)COc2ccc(C(C)(C)C)cc2)no1
    3 | 0 | 15 | 15 | -16 | 4 | -12 | 1 | 0
Cn1c(C(=O)NCCCN2CCN(c3cccc(Cl)c3)CC2)cc2c(=O)n(C)c3ccccc3c21
    -9 | -23 | 11 | -37 | 44 | 32 | -14 | 1 | 9
Cc1cc(NCc2ccccn2)n2nc(C)c(-c3ccccc3)c2n1
    2 | -1 | 18 | -393 | -4 | -5 | -16 | 1 | 5
CCOc1ccc(C(=O)NCCC(=O)N2CCC3(CC2)NCCc2[nH]cnc23)cc1
    -3 | 2 | 17 | 18 | -1 | -4 | -2 | 2 | -4
O=C(Nc1ccccc1C(=O)Nc1ccc(F)cc1)c1ccco1
    -3 | 2 | 19 | 1 | 0 | 13 | -8 | -3 | 2
COc1ccc(C(=O)NC2CC2)cc1OC1CCN(Cc2ccccc2)CC1
    -7 | 0 | 18 | 10 | -16 | 0 | -2 | -2 | -16
Oc1ccc(Cl)cc1CNCC1CCCCC1
    4 | 2 | 20 | 13 | -5 | 4 | -4 | -6 | -2
O=C(c1ccccc1)c1ccc(C(=O)O)c(C(=O)O)c1
    x | -5 | x | 24 | -21 | x | x | -1 | x
CC(=O)N=c1sc2cc(C)ccc2n1C
    -7 | -4 | 27 | -11 | -10 | -12 | -2 | 1 | 14
CCOC(=O)NC(=O)C(=CNc1cccc(OC)c1)C(=O)NC(=O)OCC
    5 | 1 | 13 | 13 | -10 | -19 | 7 | -5 | 0
COc1ccccc1CNC(=O)COC(=O)/C=C/c1ccc2ccccc2n1
    -17 | -2 | 14 | -1 | -2 | 12 | -22 | 4 | -3
COC(=O)c1ccc2c(=O)n(Cc3ccc4c(c3)OCO4)c(SCC(=O)N3CCCC3)nc2c1
    0 | x | -4 | x | 3 | 1 | -9 | -5 | -3
CC1=C(C(=O)OC2CCCCC2)C(c2ccco2)n2ncnc2N1 (stereo not given)
    -4 | -2 | 14 | 0 | 9 | 3 | 5 | -3 | 2
Cc1cccc(NC(=O)c2nc[nH]c2C(=O)N2CCN(c3ccccc3)CC2)c1
    6 | 0 | -2 | 18 | 14 | 13 | -7 | -3 | 1
Cc1cc2cc3c(N)[nH]nc3nc2cc1C
    -7 | -1 | 15 | 1 | 2 | -8 | -4 | 1 | -4
Cc1nc(NC(=O)COc2ccc(Cl)cc2)sc1C(=O)N(C)C
    0 | x | 5 | x | x | -9 | 5 | x | 3
CC(C)(C)C(=O)OCc1nc(-c2ccc(C(F)(F)F)cc2)cs1
    3 | 2 | 20 | 4 | 15 | 7 | -24 | 2 | -6
COc1ccc(O)c(/C=N/c2nc3ccccc3n2C)c1
    11 | 10 | 22 | -21 | -19 | 4 | 4 | 8 | 3
CNC(=O)c1sccc1-n1cccc1
    -10 | 4 | 8 | 20 | -7 | -3 | -1 | -4 | -10
N#Cc1nc(Cc2ccccc2)oc1NCc1cccnc1
    6 | -1 | 1 | 12 | -23 | 4 | -25 | -10 | 2
CCOc1ccc(/C=N/NC(=O)CN2CCCCC2)cc1OCC
    -2 | 2 | 15 | 3 | -2 | 3 | -10 | -4 | -1
CN1CCN(CCC(=O)Nc2ccccc2Cl)CC1
    -3 | 1 | -5 | 20 | -2 | -3 | 14 | 1 | -3
COCCCn1c(=O)cc(C)[nH]c1=S
    -2 | 0 | -8 | 22 | -19 | -14 | 2 | -3 | 8
CCCN1CCC(=O)N([C@H](COc2ccccc2)c2ccccc2)CC1
    2 | -8 | 16 | 6 | -8 | 10 | -5 | -3 | 8
Cc1ccc(C(=O)Nc2ccc(CN3CCCCC3)cc2)c(C)c1
    -8 | 0 | 10 | 13 | -6 | 11 | -4 | 12 | -9
Cc1nn(CC(=O)NC(=O)NC2CCCCC2C)c(=O)c(C#N)c1C (stereo not given)
    -6 | 1 | 18 | -36 | -3 | -4 | -4 | 25 | 9
CN1CCN(Cc2nc(-c3cccs3)no2)CC1c1ccccc1 (stereo not given)
    1 | -1 | 15 | 4 | 3 | 6 | -4 | -5 | 6
CCOc1cc(/C=C(/NC(C)=O)C(=O)O)cc(Cl)c1OCc1ccc(Br)cc1
    5 | -1 | -15 | 22 | 7 | -8 | 17 | -2 | 3
O=C(Nc1ccc(S(=O)(=O)N2CCCC2)cc1)C1CC(=O)N(CCc2ccc(F)cc2)C1 (stereo not given)
    -4 | 0 | 13 | 13 | 1 | 2 | -5 | -4 | -9
CSc1cccc(NS(=O)(=O)c2cn(C)cn2)c1
    3 | -1 | 7 | 11 | -18 | -1 | 0 | -5 | 9
O=C(Nc1ccc(O)cc1)c1ccc(NC(=O)c2cccs2)cc1
    -14 | 1 | -9 | 18 | 10 | 9 | -20 | 3 | -13
COc1ccc(NC(=O)CC(C)C)c([N+](=O)[O-])c1
    2 | 2 | 1 | 7 | 2 | -3 | 7 | 4 | 4
COc1ccccc1N(C)S(=O)(=O)c1ccc(C(=O)NNC(=O)c2ccccc2O)cc1
    -6 | 3 | 3 | -3 | -31 | 33 | -25 | -10 | -5
CCN(CC(=O)NCc1ccncc1)S(=O)(=O)c1ccc(OC)cc1
    3 | 1 | -10 | 0 | -5 | -1 | 5 | -3 | 1
CCOc1nc(CC(C)C)c2c(c1C#N)CC(C)(C)OC2
    -5 | 2 | -12 | 16 | -14 | -3 | -14 | 1 | -5

Ordered by the number under SENP7 block (low to high): three of the compounds above
SMILES | SENP7 block
COC(=O)c1ccc2c(=O)n(Cc3ccc4c(c3)OCO4)c(SCC(=O)N3CCCC3)nc2c1 | -3
CCOc1ccc(/C=N/NC(=O)CN2CCCCC2)cc1OCC | -1
CSc1cccc(NS(=O)(=O)c2cn(C)cn2)c1 | 9
